Assay outcomes: PubChem, National Center for Advancing Translational Sciences (NCATS)
DT40 TDP1 CPT – DT40-hTDP1 cell growth loss with CPT | chicken DT40 Tdp1-/-;hTDP1 cells + 20 nM CPT, ATP luminescence, 48 h | Potency, µM (top dose mostly 46.2 µM), without a hit: at the highest dose activity change, negative = growth inhibition, actives largely listed as inhibitors | 12% of 420,000 active; active = well fitted inhibition curve with a large enough effect; inconclusive = small, poorly fitted or top-dose-only effect; note: nearly all actives have a fitted effect of over 55% in size
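Chicken DT40 Tdp1-/- cells complemented with human TDP1, 400 cells/well, exposed to compounds plus 20 nM camptothecin for at least 48 h at 37 C; viability read as ATP content by CellTiter-Glo luminescence.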
* = called active by the depositor; ? = inconclusive; & = joins results of further samples; [ ] = another dose, or the depositor's remark. % is set by controls: 0 for no effect and ±100 for the full control effect; potency is the fitted concentration of half-maximal effect.

SMILES	DT40 TDP1 CPT
CC(C)c1cccc(-c2csc(C(C)(O)c3ccncc3)n2)c1 (centres undefined)	11.6µM*
COc1cc(OC)cc(-c2noc(-c3csc([C@H]4C[C@H](O)[C@@H](CO)O4)n3)n2)c1	-27.4%
O=C(Nc1cccc(C(F)(F)F)c1)c1cccc2c(-c3cccnc3)coc12	?
Nc1nc(N)c(N=O)c(Nc2cccc(Cl)c2)n1	5.8µM*
O=C(Nc1cccc2ccccc12)c1csc([C@@H]2C[C@H](O)[C@@H](CO)O2)n1	-26.0%
O=C(NC1CCCC1)C(c1ccccc1)n1c(Cc2cc(F)cc(F)c2)nc2ccccc21 (centres undefined)	18.4µM*
O=c1[nH]nc(Sc2ccccc2)c(=S)[nH]1	-15.9%
Cn1cc(CN2CCC(C(=O)NC(c3ccc(-c4ccccc4)cc3)c3cnccn3)CC2)c2ccccc21 (centres undefined)	13µM*
COc1ccc(C(C(=O)Nc2c(C)cccc2C)n2c(=O)c(-c3ccco3)nc3ccccc32)cc1 (centres undefined)	?
Cc1ccc2nc(-c3ccc(Cl)cc3)c(Cc3cccc(Cl)c3)n2c1	?
CCCNC(=O)C1(C)CCN(Cc2ccc(Cl)c(Cl)c2)C1 (centres undefined)	?
O=c1[nH]c2cccc(Cl)c2c2ccccc12	-10.7%
Cc1cn([C@H]2C[C@H](O)[C@@H](/C=C/C(=O)NCCC(c3ccccc3)c3ccccc3)O2)c(=O)[nH]c1=O	-2.2%
CCOC(=O)C1(C)CCN1C(=O)c1cccc(C(F)(F)F)c1 (centres undefined)	-26.1%
CCCN(C)C[C@@H]1Oc2ncc(Br)cc2C(=O)N([C@@H](C)CO)C[C@H]1C	-9.7%
Nc1ncnc2c1ncn2[C@@H]1O[C@H](C(=O)NCc2ccc3c(c2)OCO3)[C@@H](O)[C@H]1O	-12.4%
CS(=O)(=O)Nc1ccc(-c2cccc3nccn23)cc1	2.6%
COc1ccccc1-c1ccc2c(c1)C(C)(Cc1ccc(OC(F)(F)F)cc1)C(=O)N2 (centres undefined)	?
CCCCN1C[C@H](c2ccc(OC)cc2)[C@@H](CC(=O)Nc2ccc(Br)cc2)C1=O	?
O=C(CSc1nccn1Cc1ccc(F)cc1)NC1CCCCC1	-2.6%

Filtered by structure, the entries above containing a Cl atom.
SMILES	DT40 TDP1 CPT
Nc1nc(N)c(N=O)c(Nc2cccc(Cl)c2)n1	5.8µM*
Cc1ccc2nc(-c3ccc(Cl)cc3)c(Cc3cccc(Cl)c3)n2c1	?
CCCNC(=O)C1(C)CCN(Cc2ccc(Cl)c(Cl)c2)C1 (centres undefined)	?
O=c1[nH]c2cccc(Cl)c2c2ccccc12	-10.7%

Carrying on.
SMILES	DT40 TDP1 CPT
CN(C)c1ccc(C=C(C#N)C(=O)c2ccccc2)cc1Br	-0.6%
COc1ccc(CCN2C(=O)CCC2(C)c2nnnn2Cc2ccccc2)cc1OC (centres undefined)	-26.7%
CCOC(=O)C1(C)CCCN1C(=O)c1ccc(OC)cc1 (centres undefined)	0.2%
COc1ccc(CNC(=O)Nc2nc(C(N)CCc3ccccc3)cs2)cc1 (centres undefined)	?
COc1ccccc1N1CCN(C2CCCN(C(=O)c3cc(C(C)C)on3)C2)CC1 (centres undefined)	?
COCCN1CCN(C(=O)c2cnn(-c3nccc(-c4ccco4)n3)c2C(C)C)CC1	15.7%[9.04 µM]
CCN(CC(=O)Nc1ccccc1C(F)(F)F)CC(=O)c1[nH]c(C)c(C(C)=O)c1C	23.1µM*
C[C@@H]1CCCCO[C@@H](CN(C)S(C)(=O)=O)[C@@H](C)CN([C@H](C)CO)C(=O)c2cc(N(C)C)ccc2O1	-11.4%
COc1cccc(C(=O)N2CCC[C@@H]2C(=O)N2CCC[C@@H]2C(=O)NCc2ccccc2Cl)c1	-2.1%
CCCCNC(=O)C1C(c2ccc(C(F)(F)F)cc2)=Nc2ccccc2N1C(=O)c1cccc2ccccc12 (centres undefined)	?
O=S1(=O)CC(N2CCCCC2)CN1Cc1cn(Cc2cccc(C(F)(F)F)c2)nn1 (centres undefined)	-1.5%
CCCCNC(=O)C1C(c2ccc(C(F)(F)F)cc2)=Nc2ccccc2N1C(C)=O (centres undefined)	?
Cc1cccc(NS(=O)(=O)c2ccc(S(=O)(=O)N3CCCC3)cc2)c1	-29.8%
Cc1nc(N)sc1-c1csc(Nc2cc(N(C)C)ccc2Cl)n1	7.31µM*
CCc1ccccc1CC1CN(Cc2ccccc2)Cc2ccccc2N1c1ccc(OC)cc1 (centres undefined)	?
COc1ccccc1Cc1c(-c2ccc(OC)c(OC)c2)nc2c(C)cc(Br)cn12	?
COc1cc(-c2cc3nc(NCc4cccc(Cl)c4)ccn3n2)cc(OC)c1OC	6.51µM*
CC(C)CCN1CCC[C@]2(N[C@H](c3ccc(C(F)(F)F)cc3)[C@@H]3C(=O)N(Cc4ccccc4)C(=O)[C@@H]32)C1=O	18.4µM*
O=C(Nc1ccc2c(c1)OCCO2)C1c2ccccc2OCC(=O)N1Cc1cccnc1 (centres undefined)	8.9%
COc1ccccc1-c1ccc(C(=O)N(C)CC2COCCO2)c(N2CCN(c3ccccc3F)CC2)n1 (centres undefined)	-7.7%

3 compounds picked at random from those above:
SMILES	DT40 TDP1 CPT
COCCN1CCN(C(=O)c2cnn(-c3nccc(-c4ccco4)n3)c2C(C)C)CC1	15.7%[9.04 µM]
Cc1nc(N)sc1-c1csc(Nc2cc(N(C)C)ccc2Cl)n1	7.31µM*
COc1ccccc1N1CCN(C2CCCN(C(=O)c3cc(C(C)C)on3)C2)CC1 (centres undefined)	?

More records follow:
SMILES	DT40 TDP1 CPT
COc1ccccc1-c1ccnc(-n2ncc(C(=O)N3CCN(C4CCCC4)CC3)c2-c2ccco2)n1	5.0%[9.04 µM]
Cc1ccc(C)c(NC(=O)CN(C)C(=O)c2ccc(COc3ccccc3)cc2)c1	?
COC(=O)C1CCCCN1Cc1ccc2c(c1)CN(C1CCSCC1)CCO2 (centres undefined)	-4.0%[9.04 µM]
CC(=O)Nc1cc(-c2ccc(CO)cc2)cn2c(-c3ccc(F)cc3)cnc12	16.4µM*
N#CC1c2ccccc2-c2ccccc2N1C(=O)c1ccccc1 (centres undefined)	5.8µM*
C=CCNc1nc2cc(-c3ccccc3OC)sc2c(=O)n1C	?
NC(=O)c1cccc(-c2ccnc3c2CC(C(=O)Nc2ccccc2)O3)c1 (centres undefined)	-14.6%
CC(=O)Nc1cccc(-c2cc(NC(C)=O)c3ncc(-c4cccc(C(C)=O)c4)n3c2)c1	23.1µM*
CCN[C@@H]1C[C@H](N)[C@@H](OC2OC(CN)=CCC2N)[C@H](O)[C@H]1O[C@H]1OC[C@](C)(O)[C@H](NC)[C@H]1O (some centres undefined)	5.7%
Cc1ccc(S(=O)(=O)N2C[C@H]3C(=O)C[C@@H](c4ccccc4)N(S(C)(=O)=O)[C@H]3C[C@H]2c2ccccc2)cc1	?
Cc1nc2c(OCc3ccc(F)cc3)cccn2c1N(C)C(=O)CCC1CCCC1	?
CC1(Oc2ccccc2-c2ccno2)CCN(Cc2csc3ccccc23)C1 (centres undefined)	18.4µM*
COc1ccc(C2C3=C(CCCC3=O)N(CC(=O)O)C3=C2C(=O)CCC3)cc1Br	2.9%
Cc1cccc(C(=O)Nc2ccc(NC(=O)c3cccc(C)c3)cc2)c1	-7.6%
CCCCCCCCN1C(=O)[C@H](CC(=O)NCC23CC4CC(CC(C4)C2)C3)C[C@@]2(C(=O)OCC)CCCC=C12	?
Nc1ccc(Nc2ccncc2)cc1	5.0%
CC1(c2nc3ccccc3[nH]2)c2ccccc2C(=O)N1Cc1ccccn1 (centres undefined)	3.8%
COc1ccccc1-c1ccnc(-n2ncc(C(=O)NCCCN3CCOCC3)c2C)n1	7.6%[9.04 µM]
Cc1cc2nc(-c3cccc(Br)c3)c(CC3CCCCC3)n2c(C)c1Br	-24.2%
COc1ccc(C(=O)N2CCC3(CC2)c2ccccc2[C@@H](NC(=O)c2ccccn2)[C@@H]3OC)c(O)c1	?
CCCCCn1nnnc1C1(C)CCC(=O)N1Cc1ccco1 (centres undefined)	?
COc1cc(CNC(=O)c2cc(-c3cc(Cl)ccc3OC)n[nH]2)cc(OC)c1	?
COC(=O)[C@@]1(Cc2ccc(F)cc2)[C@H]2c3cc(C(=O)N4CCCC4)n(CCSCCO)c3C[C@H]2CN1C(=O)c1ccccc1	?
CCCCN(C)c1c(C)nc2ccc(C(=O)NCCOc3ccc(OC)cc3)cn12	13µM*
Cc1ccc(F)cc1C(=O)N1CCCCC1c1cc(C(=O)Nc2cccc(C#N)c2)no1 (centres undefined)	29.1µM*
COc1ccc(CN(C)CCCn2ccc(N)nc2=O)cc1OC	17.9%
Cc1ccc(Nc2n[nH]c(=S)s2)c(C)c1	-14.8%
O=C(NCCc1ccccc1F)C1C(=O)Nc2ccccc2C(=O)N1C1CCCCC1 (centres undefined)	6.4%
CCc1nc2c(OCC=C(C)C)cccn2c1N(C)C(=O)c1ccc(OC)cc1	23.1µM*
O=C1NC[C@H](CCCCN2CCN(CC3CCCCC3)C(=O)C2=O)N(CCc2ccccc2)C1=O	5.6%
COCCNc1ncnc2c1ncn2[C@H]1CN(CCc2ccccc2)C[C@@H](CO)O1	-4.2%
CCCCN(C)c1c(C)nc2ccc(C(=O)NCc3ccc4c(c3)OCO4)cn12	?
COCCNC(=O)C1(C)CCN(C(=O)c2ccc(F)c(C)c2)C1 (centres undefined)	-5.8%
O=S1(=O)CC(N2CCN(Cc3ccccc3F)CC2)CN1Cc1cn(Cc2ccc(Cl)cc2)nn1 (centres undefined)	18.4µM*
CC(=O)Nc1cccc(-c2ccnc3c2CC(C)(C(=O)Nc2ccc(F)c(Cl)c2)O3)c1 (centres undefined)	?
O=C(NCC(F)(F)F)C1C(=O)Nc2ccccc2C(=O)N1Cc1ccccc1 (centres undefined)	-0.1%
O=C(NCCc1ccccc1)C1C(=O)Nc2ccccc2C(=O)N1C1CCCCC1 (centres undefined)	6.2%
CC(=O)CC1c2ccccc2C=C(c2ccsc2)N1c1ccc(-c2cccs2)cc1 (centres undefined)	10.3µM*
Cc1cccc(C)c1NC(=O)C(c1ccc(C#N)cc1)n1c(=O)c(-c2ccco2)nc2ccccc21 (centres undefined)	?
CCOc1ccc(-c2ccc(C3=CC(=O)C[C@H](c4ccc(F)cc4)C3)cc2)cc1	-1.9%
COC(=O)[C@@H]1ON2OCC(C)=C3CCCC[C@@]32[C@H]1C(=O)OC	21.8%
COc1ccc(CNC(=O)CC[C@H]2O[C@@H](n3cnc4c(NC(=O)c5ccccc5)ncnc43)[C@H](O)[C@@H]2O)cc1	?
O=C(O)CC1(C(=O)O)CC2C=CC1C2 (centres undefined)	2.9%
CCS(=O)(=O)N1Cc2cc(C(=O)NCCOC)nc(-c3cccc(-c4ccncc4)c3)c2[C@H]1CCO	-10.8%
CCN(CC)Cc1nc2nc(Cl)c(Cl)nc2[nH]1	-6.7%
C[C@@H]1CN([C@@H](C)CO)C(=O)CCCn2cc(nn2)CO[C@H]1CN(C)S(=O)(=O)c1ccc2c(c1)OCCCO2	7.3%
COc1cc2c(cc1OC)C(c1c(Cl)cccc1Cl)=NCC2	0.259µM*
COc1ccc(-c2ccc3c(c2)c(Sc2ccccc2)c(-c2cc(OC)cc(OC)c2)n3C)cc1	-2.0%
CC[C@H](C)[C@@H](COC=O)NC(=O)[C@H]1O[C@@H](n2ccc(N)nc2=O)[C@H](O)[C@@H]1O	-0.4%
CC(C)c1ccc(CN2CCC(n3nccc3NC(=O)C3CCCC3)CC2)cc1	?
COC(=O)c1cccc(C(=O)N2CCc3c(cnc(C)c3CNC(=O)/C=C/c3cccs3)C2)c1	8.6%[9.04 µM]
O=c1cc(CN2CCN(c3ccccc3)CC2)c2ccccc2o1	-1.2%
Cc1cc(C)c2c(=O)n3c(nc2c1)C(Cc1ccc(O)cc1)NC(=O)c1cc2ccccc2cc1-3 (centres undefined)	16.4µM*
CCCS(=O)(=O)NC(=O)C1(C)CCN1C(=O)Cc1ccc(-c2ccccc2)cc1 (centres undefined)	-1.6%
COc1cccc(CN(C)C(=O)c2cnn(-c3nccc(-c4ccc5c(c4)OCO5)n3)c2C)c1	0.6%[9.04 µM]
C=CCOC(=O)Nc1nc(CCNC(=O)OC(C)(C)C)c(C(=O)O)s1	12.4%
CC1(CN2CCCC2)CCC(NC(=O)C(c2ccccc2)c2ccccc2)C(C)(C)O1 (centres undefined)	-18.6%
O=C(NCc1cccc(F)c1)c1[nH]c(C(F)(F)F)nc1-c1ccccc1	?
CC1(C(=O)NS(=O)(=O)c2cccs2)CCN1C(=O)CC1CCCCC1 (centres undefined)	-4.7%
CC(C)=CCC[C@H](C)C[C@@H]1Cc2[nH]c(=S)[nH]c(=O)c2[C@@H](c2ccc(F)cc2)O1	?

A stretch taken from the entries so far:
SMILES	DT40 TDP1 CPT
COC(=O)[C@@H]1ON2OCC(C)=C3CCCC[C@@]32[C@H]1C(=O)OC	21.8%
COc1ccc(CNC(=O)CC[C@H]2O[C@@H](n3cnc4c(NC(=O)c5ccccc5)ncnc43)[C@H](O)[C@@H]2O)cc1	?

The results go on:
SMILES	DT40 TDP1 CPT
CN(C)CCCCSC(=N)N	1.2%&10.5%
COc1ccc(Cl)cc1CN1C(=O)C(Cc2ccccc2)ON=C1C (centres undefined)	?
CC(C)CN1C(=O)CN(S(C)(=O)=O)CC1(C)C(=O)NCc1ccccc1 (centres undefined)	-2.6%
CCOC(=O)[C@]12CCC=C1N(CCC1=CCCCC1)C(=O)[C@H](CC(=O)NCc1ccccc1)C2	?
CCc1nc2ccc(C(=O)N3CCN(C(=O)c4ccco4)CC3)cn2c1N(C)C(=O)C1CCCCC1	1.0%
COC(=O)C[C@@H]1OC[C@H](C(C)C)N1S(=O)(=O)c1ccc(C)cc1	-17.7%
Cc1ccc(-c2nc3ccc(Cl)cn3c2Cc2ccsc2)cc1	?
COC1=CC(=O)OC(c2ccccc2)C1 (centres undefined)	-0.9%

An excerpt (hit frequency here may not be typical).
